# LmPK inhibitor = qHTS Assay for Inhibitors of Leishmania Mexicana Pyruvate Kinase (LmPK); purified LmPK, Kinase-Glo ATP luminescence, 1 h; Potency, µM (top dose mostly 57.5 µM), for the others: top-dose activity change, negative = inhibition, most hits filed as inhibitors; 290,000 compounds, 0.37% hits; note: potency is the fitted concentration of half-maximal effect
# Target sequence (Q27686 whole entry, looked up): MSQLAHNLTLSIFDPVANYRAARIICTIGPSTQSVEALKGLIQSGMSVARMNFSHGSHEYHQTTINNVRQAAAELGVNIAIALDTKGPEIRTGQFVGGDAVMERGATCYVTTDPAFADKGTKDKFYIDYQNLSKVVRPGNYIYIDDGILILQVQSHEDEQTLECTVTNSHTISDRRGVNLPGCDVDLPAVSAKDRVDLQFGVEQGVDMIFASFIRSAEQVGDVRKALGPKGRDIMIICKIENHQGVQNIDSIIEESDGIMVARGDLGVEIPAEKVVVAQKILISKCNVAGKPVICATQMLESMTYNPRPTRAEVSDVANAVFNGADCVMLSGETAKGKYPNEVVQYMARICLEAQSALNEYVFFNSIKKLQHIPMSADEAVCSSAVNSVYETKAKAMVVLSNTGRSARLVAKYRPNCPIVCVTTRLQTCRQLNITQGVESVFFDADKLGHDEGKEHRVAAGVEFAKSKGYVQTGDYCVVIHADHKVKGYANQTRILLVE
#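 Kinase-Glo luminescence read after 1 h RT reaction of 0.1 nM LmPK with 0.5 mM PEP and 0.1 mM ADP. Activity scaled between uninhibited and enzyme-free controls.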
# HCV inh = qHTS Assay for Inhibitors of Hepatitis C Virus (HCV) | 340,000 compounds, 3.4% hits | Huh7.5.1 HCVcc-Cre infection, luciferase reporter, 44 h | AID 651820, 2012 | Potency, µM (top dose mostly 41.8 µM), for the others: at the top dose activity change, negative = inhibition, actives largely listed as inhibitors; note: potency is the fitted concentration of half-maximal effect
#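 HCVcc-Cre virus at an moi near 0.5 was added right after compound to cells cultured 4 h from seeding (1,000 cells/well). Luciferase activity was determined 44 h later, 15 min after substrate addition at RT.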
# Tb PYK inh = qHTS of Trypanosoma Brucei Inhibitors. 410,000 compounds, 0.12% hits. Potency, µM (top dose mostly 76.8 µM), without a hit: top-dose activity, negative = inhibition, usual class: inhibitors. TbPYK enzyme, Kinase-Glo Plus ATP luminescence, 45 min; note: potency is the fitted concentration of half-maximal effect; nearly all actives have a fitted effect of over 50% in size
#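 Enzyme and substrate buffer are dispensed first and compound is pin-transferred. ADP at 130 uM final then starts the reaction, which runs 45 min at room temperature. Detection reagent is added for 10 min before luminescence is imaged.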
# AmpC inh detg = qHTS Inhibitors of AmpC Beta-Lactamase (assay with detergent); P00811; AmpC hydrolysis of nitrocefin, absorbance 480 nm, 0.01% Triton; Potency, µM (titrated, usually from 114 µM), inactives show top-dose activity change, negative = inhibition, actives largely listed as inhibitors; 370,000 compounds, 0.041% hits;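 note: potency is the fitted concentration of half-maximal effect; 0% = no-compound wells and -100% = no-enzyme wells; nearly all actives have a fitted effect of over 25% in size; some results filed as inactive show a strong effect at the top dose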
# Target sequence (P00811 whole entry, looked up): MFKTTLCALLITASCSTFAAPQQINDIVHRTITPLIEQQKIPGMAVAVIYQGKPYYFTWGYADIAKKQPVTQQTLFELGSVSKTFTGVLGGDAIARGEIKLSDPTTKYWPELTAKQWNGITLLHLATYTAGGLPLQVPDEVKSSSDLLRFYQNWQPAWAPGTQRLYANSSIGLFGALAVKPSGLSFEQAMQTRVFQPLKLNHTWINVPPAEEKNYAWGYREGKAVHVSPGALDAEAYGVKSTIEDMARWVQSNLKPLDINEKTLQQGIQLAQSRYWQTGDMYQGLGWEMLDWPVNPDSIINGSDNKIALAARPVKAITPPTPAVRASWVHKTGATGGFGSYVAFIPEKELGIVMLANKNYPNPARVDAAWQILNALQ
#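 20 mM phosphate pH 7.0 + 0.01% (detergent screen) or 0.0001% Triton X-100; 5.3 nM AmpC reagent; cpd preinc 15 min RT; nitrocefin (800 uM stock) to start; A480 q20 s × 4 min; Activity was normalised to no-enzyme and no-compound control wells.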
# AMA1 RON2 block = qHTS for Inhibitors of AMA1-RON; Towards Development of Antimalarial Drug Lead: Primary Screen; 360,000 compounds, 0.2% hits; AID 720542, 2013; AlphaScreen AMA1-biotinylated RON2 peptide binding; Potency, µM (series often up to 58.2 µM), for the others: at the highest dose activity change, negative = inhibition, hits mostly inhibitors; Plasmodium falciparum AMA1 (3D7) - RON2 peptide interaction;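 note: potency is the fitted concentration of half-maximal effect; 0% = vehicle wells and -100% = peptide control; nearly all actives have a fitted effect of over 45% in size; some results filed as inactive show a strong effect at the top dose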
#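 AMA1 (3D7) with his tag at 25 nM final met compounds first, then biotinylated RON2 peptide at 25 nM; detection used donor plus acceptor beads, 10 µg/mL apiece, read by AlphaScreen after 30 min at room temperature.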
# HCMV inh = qHTS Assay for inhibitors of the human cytomegalovirus (HCMV); HFF cells, HCMV-luciferase reporter, 72 h; active compounds read low; activity change, negative = inhibition, % at 57.5 µM; 410,000 compounds, 4.5% hits; in the data active = activity change below about -60%; inconclusive = no clear call, values can overlap the other calls; inactive = above about -39%
#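 HFF cells seeded 16 h at 37C, treated with compounds, infected with luciferase-reporter HCMV at MOI 1 PFU/cell; luciferase read at 72 h post infection, normalized to buffer-only and Salinomycin controls.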
# AmpC inh no detg = qHTS Inhibitors of AmpC Beta-Lactamase (assay without detergent); AID 485341, 2010; 330,000 compounds, 0.52% hits; AmpC nitrocefin hydrolysis, absorbance 480 nm, 0.0001% Triton; Potency, µM (titrated, usually from 57.1 µM), without a hit: top-dose activity change, negative = inhibition, actives largely listed as inhibitors;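 note: potency is the fitted concentration of half-maximal effect; plate controls were no compound for no effect and no enzyme for full effect; nearly all actives have a fitted effect of over 20% in size; some results filed as inactive show a strong effect at the top dose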
#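 AmpC (5.3 nM in the dispensed reagent) in 20 mM phosphate pH 7.0 with 0.01% (detergent screen) or 0.0001% Triton X-100 was preincubated with compounds for 15 min at room temperature. Nitrocefin was then added from an 800 uM solution, and hydrolysis was followed at 480 nm.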
# Numbers without * were called inactive; ? = inconclusive; . = no result given; [ ] = remark or other dose. Unless noted, calls come from the whole dose curve; as a rule, active = well fitted curve in the direction sought with a large enough effect; inconclusive = small, poorly fitted or top-dose-only effect, or another doubt; inactive = no such curve, though single readings can be large; an effect the other way counts as inactive or inconclusive. Unless noted, % is set by controls: 0 for no effect and ±100 for the full control effect.
# The line under a structure holds: LmPK inhibitor	HCV inh	Tb PYK inh	AmpC inh detg	AMA1 RON2 block	HCMV inh	AmpC inh no detg
- O=C1NN(c2ccccc2)C(=O)C2C1C1C=CC2C12CC2 (stereo not drawn)
→ 0%	10%	-9%	-12%	15%	-28	-1%
- COc1ccc(NC(=O)CC(C)(C)C)c([N+](=O)[O-])c1
→ -2%	-23%	-1%	1%	-9%	2	?
- CC(OC(=O)/C=C/c1cccs1)C(=O)Nc1ccc(S(N)(=O)=O)cc1 (stereo not drawn)
→ 2%	-3%	3%	-12%	0%	-16	-34%
- O=C(O)CSc1nnc(-c2ccncc2)n1C1CCCCC1
→ 6%	10%	-4%	2%	-6%	-2	-24%
- CCOC(=O)C1CCN(Cc2cn[nH]c2-c2ccccc2)CC1
→ -2%	-10%	5%	?	-29%	-20	-11%
- COC[C@@H]1CCCN1c1ccc2c(c1)O[C@@H](COCc1ccccc1)CN([C@H](C)c1ccccc1)S2(=O)=O
→ .	.	8%	.	20%	-65*	.
- CCOC(=O)C1=C(C)C(c2ccc(OC)cc2)NC(=O)N1 (stereo not drawn)
→ 1%	6%	3%	-6%	-8%	-25	-10%
- C=CCn1cnc2c(nnn2-c2ccc(OC)c(OC)c2)c1=O
→ -1%	3%	-3%	-6%	10%	-18	-8%
- Cc1ccc(C(=O)Nc2ccccc2-c2ccccc2)cc1S(=O)(=O)Nc1ccccc1
→ .	?	0%	.	-1%	-29	-23%
- Cc1ccc(OCC(=O)OCc2nc3scc(-c4ccccc4)c3c(=O)[nH]2)cc1C
→ .	-11%	1%	-10%	12%	-29	-25%
- COC(=O)c1ccc(CNC(=O)c2cc3ccccc3oc2=O)cc1
→ -10%	7%	-4%	-3%	3%	-3	-20%
- CC(C)C(=O)N1CCC2(CC1)Oc1ccc(Cl)cc1C(=O)C21CC(c2cccnc2)=NO1 (stereo not drawn)
→ 5%	13%	6%	-8%	-2%	-28	219%[activator]
- COc1ccccc1C(=O)NC(=O)COC(=O)C1CCC1
→ .	9%	-10%	-15%	7%	-7	-9%
- Cc1c(C(=O)N2CCCC(C)C2)sc2ncnc(N3CCCCC3C)c12 (stereo not drawn)
→ 6%	-11%	3%	5%	11%	-3	84%[activator]
- CCc1ccc(N2CCN(CCNC(=O)Nc3ccc(OC)cc3)CC2)cc1
→ 9%	5%	-3%	?	-15%	18	-10%
- O=C(c1ccc(S(=O)(=O)Nc2ccccc2F)cc1)N1CCN(c2ccccn2)CC1
→ .	4.5µM*	1%	.	2%	-26	-15%
- CC(O)(CS(=O)(=O)c1cccc(C(F)(F)F)c1)C(=O)Nc1ccc(C(F)(F)F)cc1 (stereo not drawn)
→ 1%	-16%	-6%	-8%	4%	-3	40%[activator]
- COc1ccc(Cc2nc3ccc(C(=O)NC(C)c4cnn(C)c4)cc3o2)cc1 (stereo not drawn)
→ -8%	11%	-3%	-6%	-14%	17	57%
- Cc1cccc(-n2ncc3c(NCc4cccnc4)ncnc32)c1
→ 3%	-29%	2%	-5%	1%	132	2%
- CCc1nnc(NC(=O)CN2C(=O)c3ccccc3S2(=O)=O)s1
→ -3%	9%	1%	?	48%[activator]	-8	-17%
- O=C1CC(Sc2nnc(-c3ccccc3)o2)C(=O)N1c1ccccc1 (stereo not drawn)
→ 4%	?	-21%	-4%	10%	63	-20%
- COc1cc(Cl)ccc1OC1(C)CCN(Cc2ccc(-c3ccccn3)cc2)C1 (stereo not drawn)
→ .	.	-5%	.	?	-32	.
- CC1CCCN(CC(=O)Nc2cccc([N+](=O)[O-])c2)C1 (stereo not drawn)
→ -4%	11%	5%	-4%	1%	23	-9%
- C(=C\c1ccccc1)/CSc1nnc(-c2cccnc2)o1
→ -1%	18%	5%	0%	0%	-5	3%
- Cc1nn(C)c(C(=O)N/N=C/c2cccc3ccccc23)c1Cl
→ 1%	14%	0%	0%	-3%	6	-34%
- O=C(CSc1ccc2c(c1)OCCO2)Nc1cccnc1
→ 0%	9%	7%	-6%	23%	5	-30%
- COCCn1c(N)c(C(=S)NC(=O)c2cccs2)c(=O)[nH]c1=O
→ -9%	?	-20%	4%	59%[activator]	4	-22%
- Cc1cc(SCC(=O)Nc2ncc(Cl)cc2Cl)nc2ccccc12
→ -3%	-17%	-7%	5%	-5%	-27	-17%
- Cc1ccc(NC(=O)CN(C)C(=O)Cc2coc3cc(C)c(C)cc23)cc1
→ .	-12%	-3%	.	-8%	-6	.
- CN(C)c1ccc(NC(=O)N2CCOCC2)cc1
→ 5%	0%	-15%	6%	-6%	68	-6%

# The closing 2 records of the section above come first, to join the parts.
# The line under a structure holds: LmPK inhibitor	HCV inh	Tb PYK inh	AmpC inh detg	AMA1 RON2 block	HCMV inh	AmpC inh no detg
- Cc1ccc(NC(=O)CN(C)C(=O)Cc2coc3cc(C)c(C)cc23)cc1
→ .	-12%	-3%	.	-8%	-6	.
- CN(C)c1ccc(NC(=O)N2CCOCC2)cc1
→ 5%	0%	-15%	6%	-6%	68	-6%
- C=CC(=O)Oc1ccc(N2Cc3ccccc3C2=O)cc1
→ .	0%	-28%	.	0%	.	.
- COc1ccc(N2CCN(C(=O)c3ccc(Cn4c(=S)[nH]c5ccc(N6CCOCC6)cc5c4=O)cc3)CC2)cc1
→ 2%	?	-4%	-1%	25%	-38	-13%
- Cn1c(SCC2CCCO2)nnc1-c1ccc([N+](=O)[O-])cc1 (stereo not drawn)
→ 1%	3%	-1%	-3%	0%	30	-4%
- Cc1cccc(NC(=O)N2CCCc3ccccc32)c1C
→ 4%	5%	0%	?	11%	-24	-20%
- COC(=O)c1c(NC(=O)/C(C#N)=C/c2ccccc2)sc2c1C(C(=O)OC)CC2 (stereo not drawn)
→ .	.	3%	11%	.	17	.
- CCCOC(=O)Nc1ccc(S(=O)(=O)Nn2cnnc2)cc1
→ -4%	0%	-6%	-10%	0%	69	-15%
- CN(C)/C(=C\C(=O)c1ccccc1)C(=O)c1ccccc1
→ .	7%	-1%	.	3%	12	.
- COc1ccc(NC(=O)c2cc(S(=O)(=O)Nc3ccc(OC)cc3)cs2)cc1
→ 5%	?	-13%	-5%	-5%	?	11µM*
- C=CCn1c(SCC(=O)NCCC2=CCCCC2)nc2ccc(Cl)cc2c1=O
→ 7%	10%	?	5%	2%	-9	-14%
- COCCCn1c(N)c(C(=O)NCCC(C)C)c2nc3ccccc3nc21
→ 1%	8.9µM*	-5%	?	60%[activator]	-27	173%[activator]
- COc1ccc(C(=O)n2nc(-c3ccco3)nc2NCc2cccs2)cc1
→ .	.	-18%	13%	.	30	.
- Cn1nnnc1SCCCNCc1cccc(OCc2ccccc2Cl)c1
→ .	.	0%	25%	.	-28	.
- Cc1ccc(/C=C/c2onc(C)c2S(=O)(=O)N2CCC(C(=O)NCc3ccc(OC(C)C)cc3)CC2)cc1
→ .	.	-6%	19%	.	7	.
- CCOc1ccc(C2C(C(=O)OC)=C(C)N=C3SCCC(=O)N32)cc1OCC (stereo not drawn)
→ 1%	-8%	-10%	?	-4%	0	3%
- Cc1ccc(-c2ccc(=O)n(CCC(=O)N3CCN(c4cccc(C)c4)C(C)C3)n2)cc1 (stereo not drawn)
→ ?	?	-3%	7%	-4%	11	194%[activator]
- CC(=O)c1ccc(OCCCC(=O)Nc2cccc(S(=O)(=O)N3CCCCC3)c2)cc1
→ .	?	0%	-7%	0%	0	-22%
- N#CC(C#N)=NNc1ccc(S(N)(=O)=O)cc1
→ 3%	0%	-14%	-10%	36%[activator]	0	-24%
- COC(=O)C1=C(CSc2nncn2C)NC(=O)NC1c1ccc(F)cc1 (stereo not drawn)
→ -1%	18%	-10%	-7%	5%	-11	-12%
- CC1Cc2cc(/C(O)=C3/C(=O)C(=O)N(CCN4CCOCC4)C3c3ccc(C(C)C)cc3)ccc2O1 (stereo not drawn)
→ 1%	13%	28%	1%	17%	9	-13%
- COc1ccc(-c2c(C)n([O-])c3c([n+]2=O)CCCC3)c(OC)c1
→ -4%	4%	0%	0%	-5%	28	-9%
- COc1ccccc1C(=O)COC(=O)CNS(=O)(=O)c1ccc(C)c(C)c1
→ .	33%[activator]	-2%	?	7%	-14	-16%
- COc1ccc2nc(C)c3c(c2c1)OC(C)C3 (stereo not drawn)
→ 0%	-18%	6%	-20%	0%	-15	-19%
- Cc1ccc(-c2cc(-c3ccccc3C)[nH]n2)c(O)c1
→ 1%	?	-5%	-11%	-5%	150	-5%
- O=C(Nc1ccc(S(=O)(=O)C(F)F)cc1)c1ccc2c(=O)n3c(nc2c1)CCC3
→ .	?	-4%	-20%	0%	-32	-33%
- CCSc1nnc(CNC(=O)c2ccccc2F)n1-c1ccccc1OC
→ 9%	3%	5%	0%	-2%	-2	9%
- Cc1nc2c(-c3ccccc3)c(C)nn2c(C)c1CCC(=O)NCc1ccccc1
→ .	.	-5%	-12%	.	5	.
- COc1ccc(C(=O)O)cc1S(=O)(=O)Nc1ccccc1C(=O)NCc1ccc2c(c1)OCO2
→ .	18%	0%	7%	7%	31	-16%
- O=S1(=O)CC(c2ccccc2)=NN=C(c2ccccc2)C1
→ .	.	?	.	5%	19	.
- O=C(c1ccoc1)N1CCN(c2cc(-c3ccccc3)nc3cc(-c4ccc(Br)cc4)nn23)CC1
→ .	.	2%	.	13%	-63*	.
- COc1cccc(-c2nnc(NC(=O)c3ccc(Cl)s3)o2)c1
→ 0%	?	-3%	?	120%[activator]	-27	-18%
- Cc1cccc(NC(=O)CS(=O)(=O)c2cccc3nsnc23)c1
→ .	.	-2%	1%	.	5	.
- Cc1cccc(C)c1OCC(O)CN1CCc2ccccc2C1 (stereo not drawn)
→ .	13µM*	3%	.	-12%	-3	.
- O=C(Nc1cc(Cl)ccc1Cl)C1Cc2ccccc2O/C1=N\O (stereo not drawn)
→ -11%	-26%	3%	-1%	6%	-19	-36%
- COc1ccc(N(CC(=O)Nc2ccc3c(c2)OCO3)S(=O)(=O)c2ccccc2)cc1
→ 1%	19%	2%	4%	-10%	-24	-24%

# Structural class: the compounds so far with a COOH group.
# The line under a structure holds: LmPK inhibitor	HCV inh	Tb PYK inh	AmpC inh detg	AMA1 RON2 block	HCMV inh	AmpC inh no detg
- O=C(O)CSc1nnc(-c2ccncc2)n1C1CCCCC1
→ 6%	10%	-4%	2%	-6%	-2	-24%
- COc1ccc(C(=O)O)cc1S(=O)(=O)Nc1ccccc1C(=O)NCc1ccc2c(c1)OCO2
→ .	18%	0%	7%	7%	31	-16%

# From PubChem BioAssay
